TbREL1 inh – TbREL1 inhibition, primary screen; P86926; TbREL1 RNA ligation, FRET fluorescence; inhibition, % at 9.66 µM; 89,000 compounds, 0.49% hits;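 active = inhibition above the mean inhibition across all screened compounds plus 3 SD, cut at about 11% in these data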;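 note: 0% = plate median of test wells and 100% = NSC42067 control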
Target sequence (P86926 whole entry, looked up): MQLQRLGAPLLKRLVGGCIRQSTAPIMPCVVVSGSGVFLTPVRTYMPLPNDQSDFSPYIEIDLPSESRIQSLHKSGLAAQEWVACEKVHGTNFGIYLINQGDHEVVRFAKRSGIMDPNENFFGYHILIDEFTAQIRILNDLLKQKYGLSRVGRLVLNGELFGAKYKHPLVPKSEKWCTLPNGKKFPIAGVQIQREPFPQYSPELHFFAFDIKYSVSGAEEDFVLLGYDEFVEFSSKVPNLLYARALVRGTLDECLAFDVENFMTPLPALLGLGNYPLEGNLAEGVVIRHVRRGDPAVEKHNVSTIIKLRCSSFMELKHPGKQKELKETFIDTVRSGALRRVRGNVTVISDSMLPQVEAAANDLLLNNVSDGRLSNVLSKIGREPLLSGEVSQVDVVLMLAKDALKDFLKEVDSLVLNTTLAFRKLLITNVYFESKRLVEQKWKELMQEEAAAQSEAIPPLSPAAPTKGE
The depositor's hits bear a star.

TbREL1 inh | SMILES
0 | CCn1ccnc1CN1CCCCC1C(=O)Nc1ccc(Oc2cccnc2)cc1 (stereo not given)
3 | O=C(CSCc1ccc(Br)cc1)Nc1ccccc1C(=O)N1CCOCC1
3 | CCOC(=O)[C@@]12CCC3=C1N(CCC3)C(=O)[C@H](CC(=O)NCCC(C)C)C2
7 | COc1ccc(S(=O)(=O)N2CCCN(CCC(=O)Nc3cccc(C(F)(F)F)c3)CC2)cc1
0 | O=C(CSc1nnc(-c2ccccc2)n1Cc1ccco1)Nc1ccccc1-c1ccccc1
-9 | Cc1cc(-c2n[nH]c(=S)n2N=Cc2ccc(-c3ccccc3)cc2)n[nH]1
-1 | Cc1ccc(C(=O)COC(=O)CNC(=O)c2cccs2)cc1
3 | O=c1c(O[C@H]2O[C@@H](CO)[C@H](O)[C@@H](O)[C@@H]2O)c(-c2ccc(O)cc2)oc2cc(O)cc(O)c12
10 | CCCCCCCCCCn1c2c(c(=N)c3c1CCC3)CCC2
-1 | CCO[C@@H]1OC(C(=O)NCc2nc3ccccc3[nH]2)=C[C@H](c2ccc(C(F)(F)F)cc2)[C@H]1CCCO
-1 | C[C@@H]1NC(=O)[C@@]2(C)[C@@H](c3ccccc3)[C@H]3COc4ccc(Cl)cc4[C@@H]3N2C1=O
2 | CCN(C(=O)COC(=O)c1ccc([N+](=O)[O-])o1)c1cccc2ccccc12
-2 | CCOc1ccc(/C(O)=C2\C(=O)C(=O)N(CCN(C)C)C2c2cccc(OC)c2OC)cc1Cl (stereo not given)
-4 | Cc1[nH]oc(=O)c1N=Nc1ccc2[nH]c(=O)[nH]c2c1
-1 | CCOC(=O)C(O)(CC(=O)Nc1cc(F)ccc1C)C(F)(F)F (stereo not given)
-8 | CN(C)c1ccc(N2[C@@H](CC(=O)O)c3cc(C(F)(F)F)ccc3S2(=O)=O)cc1
-2 | Cc1nc2sc(C(N)=O)c(N)c2c2c1CCCC2
0 | COc1ccc(C2(C(=O)NCc3ccco3)CCCC2)cc1OC
2 | CN(C)/C=C/C(=O)c1ccncc1
5 | O=C(CNS(=O)(=O)c1ccc2ccccc2c1)OCc1nnc(-c2ccccc2)o1
-1 | COc1ccccc1Oc1cc(C#N)c(C#N)cc1-n1nnc2ccccc21
-1 | CCOC(=O)C1=C(C)OC(N)=C(C#N)C1c1ccoc1 (stereo not given)
0 | C=C1C[C@H](O[C@@H]2O[C@H](CO)[C@@H](O)[C@H](O)[C@H]2O)[C@@H]2[C@H](OC(=O)[C@H]2C)[C@H]2[C@H](C)[C@H](O)C[C@@H]12
2 | CC1(C)NC(=O)N(CC(O)COc2ccccc2[N+](=O)[O-])C1=O (stereo not given)
0 | CC(C)NC(=O)c1onc(CSc2ccc(F)c(F)c2)c1C(=O)O

Exported with bars between the fields: entries from further up.
molecule | TbREL1 inh
CCCCCCCCCCn1c2c(c(=N)c3c1CCC3)CCC2 | 10
CCOC(=O)C(O)(CC(=O)Nc1cc(F)ccc1C)C(F)(F)F (stereo not given) | -1

(cont.)
TbREL1 inh | SMILES
5 | COc1ccc(C(CNC(=O)CCNS(=O)(=O)c2ccc(Br)cc2)N2CCOCC2)cc1 (stereo not given)
1 | C[C@@H]1CN([C@@H](C)CO)S(=O)(=O)c2ccc(C#Cc3cccc(F)c3)cc2O[C@H]1CN(C)S(=O)(=O)c1cn(C)cn1
2 | CC(C)(C)c1ccc(-c2nn(CCC#N)cc2/C=N/O)cc1
-2 | CC(C)c1ccc(NC(=O)COC(=O)c2nn(C)c(=O)c3ccccc23)cc1
-1 | Cc1onc(-c2ccccc2)c1C(=O)OCCOc1ccccc1F
-1 | Cc1cc(C(=O)CSc2nnc(N)s2)c(C)n1C1CC1
2 | CN1CCN(c2ccc(NC(=O)c3ccc4c(c3)OCCO4)cc2Cl)CC1
0 | CC(C)C(=O)Nc1cccc(C(=O)Nc2ccc(S(=O)(=O)N3CCOCC3)cc2)c1
1 | O=[N+]([O-])c1ccc(Sc2ccccc2)nc1
-1 | COC(=O)[C@]12C[C@H](CC(=O)NCC34CC5CC(CC(C5)C3)C4)C(=O)N(CCc3ccc(OC)c(OC)c3)C1=C[C@H](C(C)C)O[C@@H]2C1CC1
3 | O=C(NC1CCCCC1)c1cc(S(=O)(=O)N2CCCC2)ccc1Cl
-3 | Nc1ccc(Sc2ccccc2)nc1
-3 | Cc1onc(-c2ccccc2)c1C(=O)Nc1nnc(N2CCCCCC2)s1
8 | CCOc1ccc(NC(=O)CN(C)C(=O)c2sc3ccccc3c2Cl)cc1OCC
1 | Cc1cc(C)nc(Nc2ccccc2Cl)n1
-3 | CCOC(=O)CSCc1csc(CC(=O)Nc2ccccc2C)n1
3 | COC(=O)/C=C/c1cccc([C@H]2[C@@H]3C=CC[C@@H](C)[C@@H]3C(=O)N2Cc2ccccc2)c1
-1 | Cc1ccc2cccc(OCC(=O)N3CCc4ccccc43)c2n1
8 | CC(NC1CCCC1)C(=O)Nc1ccccc1-c1ccccc1 (stereo not given)
-2 | COc1ccc(N2CCN(c3ncnc4scc(-c5ccccc5)c34)CC2)cc1
0 | CC(=O)N1c2ccccc2N(Cc2ccc(C)cc2C)C(=O)C1(C)C
2 | COc1ccc(C2N=C(c3ccccc3)NC(c3ccccc3)=N2)cc1
3 | COc1cccc(CNCCc2c[nH]c3ccccc23)c1OCc1ccccc1
4 | COC(=O)[C@]12C[C@H](CC(=O)N3CCCCC3)C(=O)N(Cc3ccco3)C1=C[C@H](COCc1ccccc1)O[C@@H]2C
-3 | CN(C(=O)Cc1c[nH]c2ccccc12)C(C(=O)Nc1ccc2c(c1)OCO2)c1ccccc1 (stereo not given)
-2 | N#CCC(=O)Nc1ccc(C(=O)OCc2ccccc2Oc2ccccc2)cc1
-3 | COc1ccc(CCNC(=O)CS(=O)Cc2nc(-c3cccs3)oc2C)cc1OC (stereo not given)
0 | O=C(CSc1cccc2cccc(Cl)c12)NC1=NCCS1
-5 | O=C(Nc1cccc2[nH]c([C@H]3C[C@H](O)[C@@H](CO)O3)nc12)NC(c1ccccc1)c1ccccc1
0 | CN1CCC(N(C)C(=O)CNC(=O)c2ccc(C(C)(C)C)cc2)CC1
-7 | CC(C)=C1CCC(C)CC1=NNC(N)=S (stereo not given)
1 | O=C(NC1CCCc2c1cnn2-c1cc(F)cc(F)c1)c1cc[n+]([O-])cc1 (stereo not given)
5 | COc1ccc(CCNC(=O)Cc2cc(OC)c(OC)cc2[N+](=O)[O-])cc1OC
-5 | CSc1ccccc1C(=O)NCCSC(C)(C)C
-1 | CC1CCN(C(=O)c2[nH]cnc2C(=O)Nc2ccon2)CC1
-2 | Cc1ccc(S(=O)(=O)NCC(=O)NCC(=O)OCC(=O)N2CC(=O)Nc3ccccc32)cc1C
-2 | Cc1onc(-c2ccccc2)c1C(=O)c1ccccc1
-1 | CCCS(=O)(=O)NC(=O)C1(C)CCCN(C(=O)C(C)(C)Oc2ccc(Cl)cc2)C1 (stereo not given)
8 | COc1ccccc1C(=O)N1CCNC(=O)C1CC(=O)Nc1ccc(Cl)cc1 (stereo not given)
-1 | COc1ccc(C2OC[C@H]3O[C@H](O)[C@H](NC(C)=O)[C@@H](O)[C@@H]3O2)cc1 (stereo not given in full)
-1 | COc1ccc(-n2nnnc2C(C2CC2)N2CCN(C/C=C/c3ccccc3)CC2)cc1 (stereo not given)
3 | CSc1nc2ncnc(N)c2[nH]1
2 | O=C(Nc1ccc(F)cc1)c1cc(S(=O)(=O)N2CCOCC2)cs1
1 | COCCNC(=O)C(c1cccs1)N(C(=O)Cn1nnc2ccccc21)c1cccc(C)c1 (stereo not given)
-1 | Cc1c(Cl)cccc1NC(=O)CCCn1nc([N+](=O)[O-])cc1C
0 | CCOC(=O)C1CCN(S(=O)(=O)c2nc3nc(C)cc(C)n3n2)CC1
-2 | CCn1c(CNC(=O)c2cccs2)nnc1SCC(=O)Nc1cc(Cl)ccc1C
1 | CC(=O)c1cccc(OCc2cc(C(=O)N(C)Cc3cnccn3)no2)c1
2 | CN(C)S(=O)(=O)c1ccc(S(=O)(=O)NCc2cccs2)cc1
1 | Cn1cccc1/C=C1/SC(=S)N(CC(=O)O)C1=O

(further entries)
TbREL1 inh | SMILES
2 | COc1ccccc1-n1cnnc1SCC(=O)c1ccc[nH]1
3 | CSc1ccc(-c2cnc(N3CCC(C(N)=O)CC3)s2)cc1
-2 | CCn1cc(C(=O)NCC2CCCO2)c(=O)c2cc(S(=O)(=O)N(C)C3CCCCC3)ccc21 (stereo not given)
1 | CCOC(=O)C1CCCn2c1nc1sc3c(c1c2=O)CCCC3 (stereo not given)
1 | Cc1ccnc(NC(=O)CN2C(=O)c3ccccc3C2=O)c1
2 | Cn1c(-c2ccccc2F)cc2onc(-c3ccccc3)c2c1=O
1 | O=C(CSc1nc2cc(Cl)ccc2s1)NC1CCCc2ccccc21 (stereo not given)
5 | Cc1cc(Cl)c(S(=O)(=O)NCc2cccnc2)cc1OCC(N)=O
-1 | CCCCN(C)CCCNC(=O)CC1Oc2ccccc2NC1=O (stereo not given)
1 | CC(C(=O)N1CCN=C1c1ccccc1)N1C(=O)c2ccccc2C1=O (stereo not given)
-2 | Cc1c(N(C)C(=O)c2ccccc2F)c(=O)n(-c2ccccc2)n1C
-2 | CCCCN1C(=O)N2CCc3ccccc3C2CS1(=O)=O (stereo not given)
2 | O=C(CSc1nnc(-c2ccccc2)n1Cc1ccco1)Nc1ccc(Oc2ccccc2)cc1
-2 | CCOc1ccc(N(C(=O)CNC(=O)c2ccco2)C(C(=O)NC2CCCC2)c2ccco2)cc1 (stereo not given)
7 | CCCOc1ccc(NC(=O)c2cc3cc(C)ccc3[nH]2)cc1
0 | CCCCn1ccnc1C(=O)c1ccc(S(=O)(=O)N2CCCC2)cc1
-2 | CC(=O)Nc1ccc(NC(=O)c2cc(S(=O)(=O)N3CCCCC3)ccc2N2CCOCC2)cc1
2 | O=c1[nH]c2ccc(NC(=S)Nc3ccc(F)cc3)cc2[nH]1
0 | NC(=O)c1nsc(C(=O)N(CC(=O)NCc2ccccc2)c2ccc(F)cc2)c1N
3 | O=C(NCc1ccccc1F)c1cccs1
-1 | CCN(CC)C(=O)C1=C(C)N(CCCOC)C(=O)C(CC(=O)NCCCCc2ccccc2)C1 (stereo not given)
0 | O=C(NN1C(=O)c2ccccc2NC1c1cccnc1)c1ccccc1 (stereo not given)
-1 | CCn1c(NC(=O)c2ccccc2)nc2ccccc21
-2 | CC[C@]12c3[nH]c4cc(CCC(=O)N(C)C)ccc4c3CCN1C(=O)[C@@H](CC(=O)NCc1ccco1)C[C@@H]2C(=O)N1CCN(C(=O)c2ccco2)CC1
-2 | Cc1nc2[nH]c(=O)c3c(n2n1)NC1=C(C(=O)CC(C)(C)C1)C3c1ccccc1 (stereo not given)
0 | CCOC(=O)CC(=O)CSc1nnc2c(n1)[nH]c1ccccc12
-2 | COc1ccc(-n2c(SCC(=O)N(CC(C)C)CC(C)C)nnc2-c2ccncc2)cc1
0 | O=C(CSc1nnc(CNC(=O)c2c(F)cccc2Cl)o1)NCc1ccc2c(c1)OCO2
4 | Cc1ccc(Nc2nc3c(c(=O)[nH]c(=O)n3C)n2Cc2ccc(F)cc2)cc1
0 | CCOc1ccc(N(C(=O)c2snc(C(N)=O)c2N)C(C)C(=O)NC2CCCCC2)cc1 (stereo not given)
-3 | Cc1noc(C)c1COc1ccccc1C(=O)NCCc1ccc(S(N)(=O)=O)cc1
2 | CC(C)N(CC(O)COc1ccc(CC(N)=O)cc1)CC(O)COc1ccc(CC(N)=O)cc1 (stereo not given)
0 | Nc1c(C=C2C=CC(=O)C=C2)c(=O)nc2sc(CC(=O)N3CCOCC3)nn12
0 | CCn1c(SCC(=O)NCc2ccco2)nnc1-c1ccc(N)cc1
3 | CCc1ccc(NC(=O)CSc2nc3cc(C(=O)OC)ccc3c(=O)n2Cc2ccco2)cc1
1 | CC1CCC(=NNC(=O)c2ccccc2-n2cccc2)CC1 (stereo not given)
-1 | COc1ccc2[nH]cc(C(=O)CN3CCN(C/C=C/c4ccccc4)CC3)c2c1
-2 | O=C1N[C@@H](Cc2c[nH]c3ccccc23)COC(=O)[C@H](Cc2ccc(F)cc2)C/C=C\C[C@H]1CC(=O)N(CCO)Cc1ccccc1
0 | O=c1[nH]cnc2c1C1(CCCC1)Cc1ccccc1-2
11* | Cc1n[nH]c(C)c1NC(=O)CN1CCN(S(=O)(=O)c2ccc(C(F)(F)F)cc2)CC1
-7 | CC(C)c1cc(C(=O)N2CCCC(Nc3ccc(F)cc3)C2)n[nH]1 (stereo not given)
-2 | C=CC[C@H](CC(=O)N(CCO)Cc1ccccc1)C(=O)NC[C@H](OC(=O)[C@@H](CC=C)CC(=O)OC(C)(C)C)c1ccccc1
6 | C/C(O)=C(/C=Nc1ccccc1)C(=O)Nc1ccccc1
2 | N#Cc1ccc(C(=O)NCC(c2ccco2)N2CCCCC2)cc1 (stereo not given)
-4 | O=C(/C=C/c1ccc(Cl)c(C(F)(F)F)c1)N1CCN(c2ccccn2)CC1
5 | Cc1ccc(C(=O)O/N=C(\N)c2ccccn2)cc1

In the list so far, these have a Cl atom.
TbREL1 inh | SMILES
-1 | C[C@@H]1NC(=O)[C@@]2(C)[C@@H](c3ccccc3)[C@H]3COc4ccc(Cl)cc4[C@@H]3N2C1=O
-2 | CCOc1ccc(/C(O)=C2\C(=O)C(=O)N(CCN(C)C)C2c2cccc(OC)c2OC)cc1Cl (stereo not given)
2 | CN1CCN(c2ccc(NC(=O)c3ccc4c(c3)OCCO4)cc2Cl)CC1
3 | O=C(NC1CCCCC1)c1cc(S(=O)(=O)N2CCCC2)ccc1Cl
8 | CCOc1ccc(NC(=O)CN(C)C(=O)c2sc3ccccc3c2Cl)cc1OCC
1 | Cc1cc(C)nc(Nc2ccccc2Cl)n1
0 | O=C(CSc1cccc2cccc(Cl)c12)NC1=NCCS1
-1 | CCCS(=O)(=O)NC(=O)C1(C)CCCN(C(=O)C(C)(C)Oc2ccc(Cl)cc2)C1 (stereo not given)
8 | COc1ccccc1C(=O)N1CCNC(=O)C1CC(=O)Nc1ccc(Cl)cc1 (stereo not given)
-1 | Cc1c(Cl)cccc1NC(=O)CCCn1nc([N+](=O)[O-])cc1C
-2 | CCn1c(CNC(=O)c2cccs2)nnc1SCC(=O)Nc1cc(Cl)ccc1C
1 | O=C(CSc1nc2cc(Cl)ccc2s1)NC1CCCc2ccccc21 (stereo not given)
5 | Cc1cc(Cl)c(S(=O)(=O)NCc2cccnc2)cc1OCC(N)=O
0 | O=C(CSc1nnc(CNC(=O)c2c(F)cccc2Cl)o1)NCc1ccc2c(c1)OCO2
-4 | O=C(/C=C/c1ccc(Cl)c(C(F)(F)F)c1)N1CCN(c2ccccn2)CC1

Compound activity as filed in PubChem BioAssay.

A portion of the library (hit frequency here may not be typical).
